miR-122 sensor = blocks miR-122 activity in Huh7 sensor cells. Huh7 miR-122 Renilla luciferase sensor, 48 h; neutral wells = 0, positive control = 100. activation (reporter increase), % at 12.5 µM. 0.3% of 340,000 active;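 active = mean replicate activation score at least 90 and every replicate individually at or above 90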;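 also: higher luciferase means less miR-122 activity so hits act as miR-122 inhibitors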
PGC1a acetyl inh = modulators of PGC1a acetylation. U2OS PGC1a acetylation, AlphaScreen anti-acetyl-lysine; with virally co-expressed GCN5 acetyltransferase. inhibition, % at 15.6 µM. 0.17% of 350,000 active;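 active = every replicate shows inhibition of at least 40%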;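 also: 0% = neutral control wells and 100% = positive control wells; some results beyond the cut were filed as inactive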
Cneo AK release = causes C. neoformans cell lysis | adenylate kinase release luminescence, 4 h; normalised: neutral wells 0, clomiphene wells 100 | lysis activity, % at 15 µM | 0.2% of 360,000 active | AID 651654;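 active = mean lysis activity across replicates of at least 80%, whatever share of replicates individually reach that level; inactive = mean lysis activity below 80%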
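Material – Cryptococcus neoformans yeast cells · Quantity – 5 × 10^6 yeast cells/mL · Buffer or medium – YPD medium · Compound – single dose · Timing – 4 h static compound exposure, 37 °C, read 1 h post-reagent · Signal – adenylate kinase release luminescence · Read-out basis – lysis from increased AK signal · Benchmarks – Clomiphene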
Active calls of the source: *. Not all compounds are listed, so the mix of outcomes need not match the whole.

SMILES | miR-122 sensor | PGC1a acetyl inh | Cneo AK release
CSc1cccc(NC(=O)C(C)NS(=O)(=O)c2ccc(F)cc2)c1 (stereo not drawn) | 6 | -8 | 1
COc1ccc(OC)c(NC(=O)c2nnn(CC(=O)Nc3ccc4c(c3)OCO4)c2N)c1 | 1 | 7 | 1
Cc1cccc(-c2noc(CN(C(C)C)S(=O)(=O)c3ccc(F)cc3)n2)c1 | -3 | -19 | -2
CC1CCN(CCCNC(=O)c2cc3sccc3n2C)CC1 | -9 | -4 | -2
C=CCNc1nc(N2CCCCC2)c(C#N)c2c1CN(Cc1ccccc1)CC2 | 2 | 0 | 3
CCN(CC)CCOC(=O)c1c(C)n(C)c2ccc(OC)cc12 | -4 | 7 | 0
CCn1c(CNC(=O)c2ccc(OC)c(OC)c2)nnc1SCC(=O)c1ccc(OC)cc1 | -6 | 11 | 2
CCOc1ccc(NC(=O)CSc2nnc(Cn3cnc4ccccc43)n2C)cc1 | 2 | 4 | 1
Cc1cc(C)c(C#N)c(Nc2ccccc2Cl)n1 | -8 | 7 | 7
O=C(COC(=O)c1ccc(S(=O)(=O)N2CCOCC2)cc1)Nc1nc(-c2ccccc2)cs1 | -4 | -12 | 1
CCCC(=O)c1cc(-c2nc3ccccc3n2C)n(C)c1 | -2 | 4 | 1
Cc1ccc(-c2cn(S(=O)(=O)c3cccc4nsnc34)nc2N)cc1 | 8 | -6 | -3
COc1ccc(N2CCN(C(=O)CSc3nnc4ncccn34)CC2)cc1 | -6 | 0 | -1
O=C(/C=C/NNC(=O)c1ccccc1)c1ccc(Br)cc1 | 25 | 15 | 1
COc1ccccc1Nc1nc(N)nc(CN2CCCCCC2)n1 | -1 | 5 | 2
COc1ccc(C(=O)NC(C)c2nnc(SCC(=O)Nc3nc4ccccc4s3)n2C)cc1 (stereo not drawn) | 1 | -13 | 2
CNc1nc(SC)nc(N2CCOCC2)n1 | 4 | 5 | 1
C#CCOCCOCCOCCNc1nc(N2CCN(C(=O)C([C@@H](C)CC)n3cc(C(N)CC(C)C)nn3)CC2)nc(N2CCN(C(=O)[C@H](CCC(=O)O)n3cc(C(N)Cc4ccc(O)cc4)nn3)CC2)n1 (stereo partly drawn) | -6 | 5 | 1
CCN(CC)c1ccc(-n2c(C)cc(C=O)c2C)cc1 | -11 | -1 | -4
CN(C)S(=O)(=O)c1ccc(S(=O)(=O)N(CC(=O)Nc2ccccc2)CC2CCCO2)cc1 (stereo not drawn) | 1 | -7 | 2
O=C(CSc1cccc2cccnc12)OCC(=O)c1ccc(Br)cc1 | 5 | 12 | 2
CC1Cc2ccccc2N1C(=O)C1CCCN(S(=O)(=O)c2cccc3nsnc23)C1 (stereo not drawn) | 1 | -13 | 5
C/C(NC1CCCCC1)=C(/C#N)C(=O)NCCN1CCOCC1 | 1 | 0 | 25
COc1ccc2oc(C(=O)OCC(=O)Nc3ccccc3OC)c(C)c2c1 | 7 | 1 | 1

Part of the list above, with tabs.
Compound	miR-122 sensor	PGC1a acetyl inh	Cneo AK release
CC1CCN(CCCNC(=O)c2cc3sccc3n2C)CC1	-9	-4	-2
C=CCNc1nc(N2CCCCC2)c(C#N)c2c1CN(Cc1ccccc1)CC2	2	0	3
CCN(CC)CCOC(=O)c1c(C)n(C)c2ccc(OC)cc12	-4	7	0
CCn1c(CNC(=O)c2ccc(OC)c(OC)c2)nnc1SCC(=O)c1ccc(OC)cc1	-6	11	2
CCOc1ccc(NC(=O)CSc2nnc(Cn3cnc4ccccc43)n2C)cc1	2	4	1
Cc1cc(C)c(C#N)c(Nc2ccccc2Cl)n1	-8	7	7
O=C(COC(=O)c1ccc(S(=O)(=O)N2CCOCC2)cc1)Nc1nc(-c2ccccc2)cs1	-4	-12	1
CCCC(=O)c1cc(-c2nc3ccccc3n2C)n(C)c1	-2	4	1
Cc1ccc(-c2cn(S(=O)(=O)c3cccc4nsnc34)nc2N)cc1	8	-6	-3
COc1ccc(N2CCN(C(=O)CSc3nnc4ncccn34)CC2)cc1	-6	0	-1
O=C(/C=C/NNC(=O)c1ccccc1)c1ccc(Br)cc1	25	15	1
COc1ccccc1Nc1nc(N)nc(CN2CCCCCC2)n1	-1	5	2
COc1ccc(C(=O)NC(C)c2nnc(SCC(=O)Nc3nc4ccccc4s3)n2C)cc1 (stereo not drawn)	1	-13	2
CNc1nc(SC)nc(N2CCOCC2)n1	4	5	1
C#CCOCCOCCOCCNc1nc(N2CCN(C(=O)C([C@@H](C)CC)n3cc(C(N)CC(C)C)nn3)CC2)nc(N2CCN(C(=O)[C@H](CCC(=O)O)n3cc(C(N)Cc4ccc(O)cc4)nn3)CC2)n1 (stereo partly drawn)	-6	5	1
CCN(CC)c1ccc(-n2c(C)cc(C=O)c2C)cc1	-11	-1	-4
CN(C)S(=O)(=O)c1ccc(S(=O)(=O)N(CC(=O)Nc2ccccc2)CC2CCCO2)cc1 (stereo not drawn)	1	-7	2
O=C(CSc1cccc2cccnc12)OCC(=O)c1ccc(Br)cc1	5	12	2
CC1Cc2ccccc2N1C(=O)C1CCCN(S(=O)(=O)c2cccc3nsnc23)C1 (stereo not drawn)	1	-13	5
C/C(NC1CCCCC1)=C(/C#N)C(=O)NCCN1CCOCC1	1	0	25
COc1ccc2oc(C(=O)OCC(=O)Nc3ccccc3OC)c(C)c2c1	7	1	1

Next part.
SMILES | miR-122 sensor | PGC1a acetyl inh | Cneo AK release
Cc1nnc(NC(=O)c2c(-c3ccccc3)noc2C)s1 | -4 | -2 | -5
O=C(NCc1cccnc1)c1ccc(CS(=O)(=O)Cc2ccc(Cl)cc2)o1 | 6 | -11 | -3
S=c1[nH]nc(-c2ccncc2)n1Cc1ccco1 | -5 | 5 | 1
O=C1c2ccccc2NC(c2ccc3c(c2)OCCO3)N1c1ccc2c(c1)OCCO2 (stereo not drawn) | 2 | -4 | -9
Cc1ccc(SC(C)C(=O)Nc2ccccc2C(=O)N2CCOCC2)cc1 (stereo not drawn) | 0 | 1 | 0
CCCCn1nc(C(=O)N[C@@H](CCSC)c2nc3ccccc3[nH]2)c2ccccc2c1=O | -4 | 6 | 5
CC(C)(C)C(=O)N1CCN(c2ccc([N+](=O)[O-])cc2Cl)CC1 | -3 | -4 | 2
NC(=O)CN1CCN(c2ccccc2F)CC1 | 1 | 8 | -4
O=[N+]([O-])c1ccc(C=Nc2cccc3ccccc23)s1 | 3 | -14 | -1
Cc1ccc([N+](=O)[O-])cc1-c1ccc(/C=N/NC(=O)c2cc3c(ccc4ccccc43)o2)o1 | -1 | -10 | 0
COc1cc2c(cc1OC)C(c1cccs1)NCC2 (stereo not drawn) | -2 | 7 | -1
CCNC(=S)NNC(=O)c1ccc(OC(F)F)cc1 | 9 | 10 | -2
Cc1cccc(N(C(=O)CCC(=O)Nc2ccccn2)C(C(=O)NC(C)C)c2ccc(O)cc2)c1 (stereo not drawn) | -6 | -7 | -8
CCCOc1ccc(C2NC(=O)NC(c3ccccc3)=C2C(C)=O)cc1OCC (stereo not drawn) | 4 | -1 | 2
c1ccc(-c2nc(NCc3ccco3)c3oc4ccccc4c3n2)cc1 | 4 | 0 | -7
OCCNc1nc(-c2ccccc2)c2ccccc2n1 | 0 | -12 | 8
CC1CCc2c(sc(NC(=O)Cn3nc(C(F)(F)F)c4c3CCCCC4)c2C#N)C1 (stereo not drawn) | -15 | -7 | 1
COC(=O)C1=C(N)Oc2cc(C)n(CCCn3ccnc3)c(=O)c2C1c1ccc(Cl)cc1 (stereo not drawn) | 1 | 9 | -5
Cc1ccc2[nH]c(=O)c(CN(Cc3ccc4c(c3)OCO4)Cc3nnnn3C3CCCC3)cc2c1 | 5 | -58 | 0
O=C(CN1CCN(C(=O)c2cccs2)CC1)Nc1ccc(Br)cc1 | -2 | -7 | 2
CCc1cc2c(=O)n(N)c(CCC(=O)O)nc2s1 | -6 | -6 | -1
CCOc1ccccc1C1C(C#N)=C(N)Nc2onc(-c3ccccc3)c21 (stereo not drawn) | -5 | 4 | -3
Cc1ccc(Cn2c(=N)c(C(=O)NC3CCCC3)cc3c(=O)n4ccccc4nc32)cc1 | -4 | -3 | -2
CCOc1ccc(C2SCC(=O)N2c2c(C)n(C)n(-c3ccccc3)c2=O)cc1 (stereo not drawn) | -2 | 12 | 0
CCCc1cc(=O)n2[nH]c(-c3ccc(C)cc3)cc2n1 | 2 | -17 | 1
CCOC(=O)N1CCC2(CC1)CC(=O)c1cc(O)ccc1O2 | -3 | 10 | -1
CCCCCCC(=O)Nc1cc2c(C)cc(=O)oc2cc1C | 3 | -2 | 0
CCOc1ccccc1NC(=O)CCCc1nc2ccccc2c(=O)[nH]1 | 23 | 5 | 0
CN1CCN(C(=O)c2ccc(-c3nn(C)c(=O)c4ccccc34)cc2)CC1 | 1 | -4 | -2
CCn1c(SCCN2CCCCC2)nnc1-c1ccc(S(=O)(=O)N2CCOCC2)cc1 | -1 | -8 | -2
Cc1cccc2cc(C#N)c(SCC(=O)N3CC(=O)Nc4ccccc43)nc12 | 53 | -38 | -3
c1ccc(-c2nc(N3CCCCCC3)nc(-n3ccnc3)n2)cc1 | -3 | -8 | 1
O=C1CC(c2ccco2)CC2=C1C(c1ccccc1)n1nc(C(F)(F)F)nc1N2 (stereo not drawn) | -4 | 2 | 4
O=C1C(Cc2ccccc2)Nc2ncnc(N3CCCCC3)c2N1Cc1ccc(Cl)cc1 (stereo not drawn) | -1 | 8 | -3
Cc1cnc(C(=O)OCC(=O)Nc2ccc(Oc3ccccc3)cc2)cn1 | -3 | -18 | -8
CC(=O)c1ccc(N2CCN(C(=O)C3CCN(S(=O)(=O)Cc4ccccc4)CC3)CC2)cc1 | 6 | 4 | 0
Cc1ccc(CNc2ncnc3cc(Cl)ccc23)o1 | -5 | -2 | -2
COCCNC(=O)c1ccc(CS(=O)(=O)c2ccc(Cl)cc2)o1 | -11 | 5 | -1
COc1ccc2ccc3c(c2c1)N=CC1(O3)N(C)c2ccccc2C1(C)C (stereo not drawn) | -2 | 9 | -3
CCCCN1C(=O)NC(NC(C)=O)(C(F)(F)F)C1=O (stereo not drawn) | 2 | 3 | 2
O=C(COc1ccccc1Cl)N1CCCC1 | -2 | 4 | 1
Cc1cc(=O)oc2c(CN3CCCCC3)c(O)c(Cl)cc12 | 3 | -1 | -1
Cc1cc(NS(=O)(=O)c2ccc(NC(=O)C(C)Oc3ccc4c(C)cc(=O)oc4c3)cc2)no1 (stereo not drawn) | 2 | 5 | -1
Cc1ccc(CCNC(=O)C2CCC(=O)N2C2CCCC2)cc1 (stereo not drawn) | -2 | -10 | 3
COc1ccc(NC(C)C(=O)N/N=C/c2ccccc2OCc2ccc(Br)cc2)cc1 (stereo not drawn) | 0 | 1 | -1
CCCOc1ccc(F)cc1-c1cc(C(=O)Nc2ccc(OC)nc2)[nH]n1 | -10 | -5 | -2
CC1Cc2ccccc2N1C(=O)CSc1nnc(CSc2ncccn2)n1C (stereo not drawn) | 3 | -6 | -1
O=C(CCN1C(=O)C2CC=C(Cl)CC2C1=O)N1CCCCC1 (stereo not drawn) | -1 | 2 | 0
CCCNc1c(NS(=O)(=O)c2ccc(C3CCCCC3)cc2)c(=O)oc2ccccc12 | -3 | -1 | 0
COc1ccc(-c2nc(-c3ccccc3)c(-c3cc([N+](=O)[O-])ccc3C)[nH]2)cc1OC | -1 | -7 | -2
COc1ccc(CCNC(=O)CCNS(=O)(=O)c2ccc3c(c2)CCN3C(C)=O)cc1OC | 4 | 8 | 1
c1ccc2c(Oc3ccc4c(c3)OCO4)nncc2c1 | 2 | 3 | -5
Cc1ccc(-c2csc3nnc(SCC(=O)Nc4nsc(-c5ccccc5)n4)n23)cc1 | 1 | -3 | 7
COc1ccc(CC(=O)N2CCOCC2)cc1OC | 0 | 2 | -1
Cn1c(CSc2ncccn2)nnc1SCC(=O)N1CCCCC1 | -1 | -3 | -2
COc1ccccc1N(CC(=O)N1CCCCCC1)S(C)(=O)=O | -1 | 2 | 1
O=C(Nc1ccncc1)c1ccc2c(c1)OCCO2 | -5 | -2 | 1
COc1cc(C(C(=O)NC(C)(C)C)N(Cc2ccccc2)C(=O)c2cnccn2)cc(OC)c1OC (stereo not drawn) | 3 | 15 | 12
CC(=O)Nc1ccc([N+](=O)[O-])cn1 | -5 | 10 | 2
CCN(CC)c1ccc(NC(=O)c2[nH]c(C)c(C(C)=O)c2C)c(C)c1 | 6 | 6 | -4

Already shown: entries from further up.
SMILES | miR-122 sensor | PGC1a acetyl inh | Cneo AK release
COc1ccccc1N(CC(=O)N1CCCCCC1)S(C)(=O)=O | -1 | 2 | 1
O=C(Nc1ccncc1)c1ccc2c(c1)OCCO2 | -5 | -2 | 1

Next entries follow:
SMILES | miR-122 sensor | PGC1a acetyl inh | Cneo AK release
Cc1cccc(C(=O)OC(C)C(=O)NC(=O)NC2CCCCC2)c1O (stereo not drawn) | 1 | 3 | 0
CCc1ccccc1NC(=S)NC1CC2CCCC(C1)N2Cc1cccs1 (stereo not drawn) | -4 | -6 | 2
Cc1ccc(/C=N/N2CCN(c3ccncc3S(=O)(=O)N3CCCCC3)CC2)cc1 | -2 | 8 | -2
CCOc1ccc(Cc2nc(C)c(CC(=O)N3CCOCC3)c(=O)[nH]2)cc1 | -4 | -6 | -23
Cc1nc(-c2ccc(O)c(O)c2)cs1 | 3 | -12 | -3
CC1Cc2ccccc2N1C(=O)Cn1nnc(-c2ccccc2NC(=O)C2CCC2)n1 (stereo not drawn) | -1 | -9 | -4
CCOC(=O)Cc1ccc(NS(=O)(=O)c2ccc(SC)cc2)cc1 | 10 | -15 | 2

Bioassay records from PubChem.
